Dynein transport: dynein cargo transport inhibition; AID 1381; z-score, hits read low; hit rate 0.47% among 220,000; 3617.4 mouse cells, GR-EGFP nuclear translocation imaging; test concentration mostly 20 µM; stimulated with dexamethasone, 1 µM; active compounds read low;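 active = plate z-score of nuclear minus cytoplasmic receptor signal below a set negative limit, without overly bright fluorescence or cell loss, cut at about -3.5 in these data, passing the limit was not always enough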;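 also: z-score of nuclear minus cytoplasmic ring GR-EGFP intensity difference per well; some compounds called inactive have numbers as strong as hits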
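Buffer or medium: tetracycline-free induction medium containing charcoal-stripped FBS / Reagent: dexamethasone agonist, 1.0 µM final, for 30 min / Technique: automated 10x imaging of fixed Hoechst-stained cells / Times: induction 48 h, compound 1 h, agonist 30 min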
Lipid droplet: hepatic lipid droplet formation modulation; hit rate 0.4% among 240,000; inhibition, % at 6.5 µM; AML12 mouse hepatocytes, oleate lipid droplets, BODIPY imaging;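 active = lipid droplet intensity inhibited by at least 50%, with more than 500 cells counted; inconclusive = wells with under 300 cells, treated as cytotoxic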
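material = mouse AML12 hepatocyte cell line, fixed after treatment | also added = 100 µM oleic acid challenge | doses = compound at 6.5 µM only | schedule = overnight exposure | technique = Image-based BODIPY and DAPI two-channel analysis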
NOD2 inhibition: inhibition of NOD2-driven NF-kB reporter – cell-based, luminescence, uHTS, HEK293 (AID 1566). HEK293 NOD2/NF-kB luciferase reporter, luminescence; higher % means a stronger effect. one-dose inhibition, % at 4 µM; EC50 in µM for titrated hits. hit rate 0.63% among 290,000; in the data active = inhibition above about 50%; also: many of its hits are not listed in these tables
Insulin prom up: MIN6 insulin promoter up-regulation. z-score at 5 µM. hit rate 0.3% among 190,000. MIN6 insulin promoter-GFP reporter, high-content imaging; active compounds read high;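 active = z-score above 3 at 5 µM with at least 500 cells counted in the well; inconclusive = wells under 500 cells, flagged as cytotoxic or low count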
WT yeast gro inh: growth inhibition of WT yeast, mitochondrial fusion screen. mitochondrial fusion phenotypic screen, WT strain. inhibition, % at 10 µM. hit rate 2.1% among 190,000; in the data active = inhibition above about 58%; tested in S. cerevisiae
MT stabilize HCS: microtubule stabilizers in HeLa cells | HeLa tubulin immunostaining HCS, 24 h; share of cells brighter than vehicle mean+2SD | % tubulin-high responders, % at 10 µM | hit rate 0.83% among 200,000;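 active = plate Z-score above 3 for both tubulin-high and condensed-nucleus cell shares, with cell loss under 80%, at 10 µM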;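 also: anti alpha tubulin signal scored within the nucleus-defined area of each cell; some results filed as inactive read as strong as hits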
Yfh1-off respiration: enhancers of respiration in Yfh1-depleted yeast, dose response, Friedreich's ataxia, plus single-dose screen (AID 1465); fold induction at 50 µM; hits with a dose series show EC50 in µM; hit rate 0.074% among 220,000; S. cerevisiae Yfh1-off respiration, WST-1 reduction, 72 h; higher fold induction means a stronger effect;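 active = fold induction of absorbance versus untreated yeast above a set limit, then at least 30% activation at any dose in follow-up; inconclusive = repeats straddling the limit, or above it without dose testing; inactive = fold induction below the set limit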;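 also: activators that raise dye reduction in frataxin-depleted yeast; strong numbers were not always called active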
Autophagy mod: alters autophagy in cells. MEF GFP-LC3 puncta imaging; test concentration mostly 10 µM. calls only at 10 µM (by protocol). hit rate 0.98% among 190,000. AID 463193;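 active = percentage of spot-positive cells more than 3 SD above its plate mean, without a fluorescence outlier flag or 80% toxicity; inconclusive = no clear call, values can overlap the other calls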;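 also: spot-positive cell cutoff set from DMSO-treated cells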
b-catenin transl: beta-catenin nuclear translocation modulation; HeLa beta-catenin nuclear translocation, immunofluorescence imaging; nuclear translocation activity, % at 5 µM; hit rate 0.3% among 190,000;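 active = nuclear translocation activity above 50% at 5 µM, with a well cell count of 50 or more; inconclusive = wells under 50 cells across six images, flagged as toxic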;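 also: per-cell ratio of nuclear to cytoplasmic median beta-catenin stain intensity; plate controls were DMSO negative control for no effect and GSK-3 inhibitor IX positive control for full effect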
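assay system = human HeLa cells, endogenous beta-catenin | times = compound treatment 24 h, 37°C, 5% CO2 | detection = Anti-beta-catenin immunofluorescence on PFA-fixed, Triton-permeabilized cells, DAPI nuclei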
WT yeast gro inh mutant strain: recorded beside WT yeast gro inh, whose call it bears; inhibition, %; mitochondrial fusion phenotypic screen, mutant strain inhibition
Dynein transport cytoplasmic EGFP: also measured in Dynein transport; calls as there; z-score; measured here: cytoplasmic GR-EGFP intensity; active compounds read high
Dynein transport nuclear GR-EGFP: further read-out of Dynein transport, marked with its call; z-score; measured here: nuclear GR-EGFP intensity;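 lower value marks the stronger effect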
Dynein transport cell count: second read-out of Dynein transport, no call of its own (marks repeat the call); z-score; measured here: cell count per field
Insulin prom up cell count: also measured in Insulin prom up; calls as there; cell count; measured here: cytotoxicity, nuclei count;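 total cells summed across four imaged fields per well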
Lipid droplet cells 6.5 µM: also measured in Lipid droplet; calls as there; cell count; measured here: cell count, cytotoxicity flag;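 cells counted across two imaged fields per well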
b-catenin transl cell count 5 µM: further read-out of b-catenin transl, marked with its call; cell count; measured here: cell count, cytotoxicity flag
MT stabilize HCS Hoechst-high %: further read-out of MT stabilize HCS, marked with its call; % Hoechst-high responders; measured here: nuclear condensation Hoechst responders;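 share of cells brighter than vehicle mean plus two SD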
MT stabilize HCS cytotoxicity %: also measured in MT stabilize HCS; calls as there; toxicity, %; measured here: cytotoxicity by cell density;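 0% = mean cell density of plate MIN control wells and 100% = no cells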
Autophagy mod cell loss 18 h: second read-out of Autophagy mod, no call of its own (marks repeat the call); toxicity, %; measured here: cell loss, nuclei count;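 cell loss after 18 h compound exposure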
Numbers without * were called inactive; i = inactive; ? = inconclusive; . = not tested or not shown. Only part of the results is shown. The share of hits here may be higher or lower than overall.

item	compound	Dynein transport	Dynein transport cytoplasmic EGFP	Dynein transport nuclear GR-EGFP	Dynein transport cell count	Lipid droplet	Lipid droplet cells 6.5 µM	NOD2 inhibition	Insulin prom up	Insulin prom up cell count	WT yeast gro inh	WT yeast gro inh mutant strain	MT stabilize HCS	MT stabilize HCS Hoechst-high %	MT stabilize HCS cytotoxicity %	Yfh1-off respiration	Autophagy mod	Autophagy mod cell loss 18 h	b-catenin transl	b-catenin transl cell count 5 µM
1	Cc1cc(N2CCN(c3ccc([N+](=O)[O-])c4cccnc34)CC2)c2ccccc2n1	-0.93	0.43	-0.68	0.38	-1	697	11%	0.24	1081	-1	-33	3.5	2.8	5.8	i	i	-3	-1.6	850
2	COc1ccc(OC)c(S(=O)(=O)N(C)CC(=O)Nc2cc(Cl)ccc2OC)c1	-0.99	-0.22	-0.35	0.26	17	796	5%	.	.	2	1	1.4	2.0	7.2	i	i	0	0.4	507
3	COC(=O)c1c(C)nc(C)c(C(=O)OC)c1-c1ccsc1	0.59	-0.2	0.29	-0.095	-29	645	13%	-0.45	1429	.	.	.	.	.	i	.	.	-3.8	1145
4	CCOC(=O)C1(Cc2cccc(OC)c2)CCCN(Cc2nccn2CC)C1 (stereo not drawn)	-0.39	-0.25	0.085	0.048	-19	741	14%	.	.	16	9	1.6	2.1	3.8	i	i	30	0.3	979
5	CCOC(=O)CN(C(=O)CNC(=O)c1cccs1)C(C(=O)NC1CCCCC1)c1cccs1 (stereo not drawn)	-0.75	-0.24	-0.86	0.1	3	746	8%	0.27	1377	15	-2	2.9	1.5	4.7	i	i	0	3.2	940
6	O=C(OCC(F)(F)F)c1cccc(COc2ccc3ccccc3c2)c1	0.22	1.5	0.7	-0.45	2	785	-197%	.	.	-9	-25	2.3	1.3	9.1	i	i	-6	.	.
7	Cc1cc(N2CCOCC2)n2nc(-c3cccc(F)c3)cc2n1	2.5	-0.15	1.6	-0.26	12	726	0%	1.1	1147	-6	-8	3.7	1.9	13	i	i	11	0.4	1106
8	Cc1ccnc(SCCn2c(N3CCCCC3)nc3c2c(=O)[nH]c(=O)n3C)n1	-0.65	-0.16	-0.36	-0.13	.	.	8%	0.82	916	11	1	5.2	1.6	2.9	i	i	-20	.	.
9	Cc1ccc(NC(=O)CN2C(=O)CNC2=O)cc1	-0.54	-0.21	0.46	-0.36	26	657	-13%	0.1	941	.	.	.	.	.	i	.	.	-0.4	1312
10	Cc1sc2ncnc(SCC(=O)N3CCCC3=O)c2c1C	0.21	-0.0023	0.085	0.73	.	.	2%	-0.09	1065	-5	-5	3.4	2.7	9.5	i	i	1	-0.1	1140
11	COc1ccc(S(=O)(=O)N(CCCN2CCCC2=O)Cc2cc3c(C)cc(C)cc3[nH]c2=O)cc1	-0.45	-0.23	-0.11	0.22	.	.	-33%	-0.49	1070	-4	-10	1.8	1.3	2.2	i	i	-12	-1.0	1134
12	Fc1ccc(NC(=S)NN=C2CCCCCC2)cc1	-0.42	-0.19	-0.35	0.35	.	.	21%	-1.2	1316	4	12	3.4	1.3	8.1	i	i	-8	-2.8	1024

Ordered by the number under Dynein transport (lowest first): some entries from above
entry	SMILES	Dynein transport
5	CCOC(=O)CN(C(=O)CNC(=O)c1cccs1)C(C(=O)NC1CCCCC1)c1cccs1 (stereo not drawn)	-0.75
8	Cc1ccnc(SCCn2c(N3CCCCC3)nc3c2c(=O)[nH]c(=O)n3C)n1	-0.65
4	CCOC(=O)C1(Cc2cccc(OC)c2)CCCN(Cc2nccn2CC)C1 (stereo not drawn)	-0.39

Further entries.
item	compound	Dynein transport	Dynein transport cytoplasmic EGFP	Dynein transport nuclear GR-EGFP	Dynein transport cell count	Lipid droplet	Lipid droplet cells 6.5 µM	NOD2 inhibition	Insulin prom up	Insulin prom up cell count	WT yeast gro inh	WT yeast gro inh mutant strain	MT stabilize HCS	MT stabilize HCS Hoechst-high %	MT stabilize HCS cytotoxicity %	Yfh1-off respiration	Autophagy mod	Autophagy mod cell loss 18 h	b-catenin transl	b-catenin transl cell count 5 µM
13	O=C(Nc1nccs1)c1cccc(N2C(=O)c3cccc4c([N+](=O)[O-])ccc(c34)C2=O)c1	0.46	3.5	1.7	0.86	9	739	6%	?	.	30	21	2.3	1.1	3.9	.	i	5	.	.
14	N#Cc1ccc(OCC(=O)NN2Cc3ccccc3C2=N)cc1	-0.52	-0.29	0.025	1	10	703	-7%	-0.1	1329	-9	9	3.5	3.2	8.2	i	i	7	-3.3	1086
15	COc1ccc(CCc2nnc(CCC(=O)NCc3cnc4ccccn34)o2)cc1	0.29	-0.18	0.023	-0.91	2	718	6%	.	.	-7	-16	2.2	2.0	1.3	i	i	-16	0.1	952
16	COc1cccc(C(=O)Nc2cc3c(cc2Cl)OCCCO3)c1	-1.1	-0.27	-0.53	0.86	-5	724	0%	-0.07	1219	17	-3	2.9	3.9	3.4	i	i	6	0.3	570
17	CCOc1ccc(Cl)cc1S(=O)(=O)N1CCN(c2ccc(C)c(C)c2)CC1	-0.57	-0.17	-0.32	1.2	-9	718	-2%	-0.42	783	28	11	7.6	4.3	7.4	i	i	3	-1.7	1197
18	S=C(NCCCN1CCOCC1)N1CCOCC1	-0.54	-0.18	0.081	-0.3	0	749	-3%	-0.35	1005	.	.	.	.	.	i	.	.	-0.6	1337
19	COCCNC(=O)CSc1ncnc2sccc12	0.84	-0.19	1.5	-0.51	.	.	7%	0.39	1427	-6	-8	2.3	1.9	10	i	i	15	1.2	1391
20	COc1cccc(CN(CC2CCCO2)S(=O)(=O)c2ccc(-n3cnnn3)c(OC)c2)c1 (stereo not drawn)	-0.78	-0.27	-0.015	0.48	0	742	16%	-0.28	1409	-1	-12	2.9	1.1	2.4	i	i	11	1.3	1069
21	CCOc1ccc(C(CCc2ccccc2)NC(=O)c2ccccc2)cc1OCC (stereo not drawn)	-0.51	-0.27	0.1	1.5	39	763	17%	.	.	3	8	3.7	2.6	11	i	i	35	1.1	1071
22	CSc1nsc(SCC(=O)Nc2nc3ccccc3s2)n1	1.1	-0.1	1.2	-1.8	14	704	14%	0.1	1245	12	4	1.0	1.6	11	i	i	-1	-1.4	1029
23	CC(C)(C)OC(=O)NCCc1nnc(SCc2cccc(Cl)c2)o1	-1.5	-0.18	-0.48	0.95	5	653	6%	.	.	.	.	.	.	.	i	.	.	0.7	1333
24	N=C1SC(CC(=O)Nc2ccccc2[N+](=O)[O-])C(=O)N1c1ccccc1 (stereo not drawn)	0.13	-0.12	0.53	0.25	-8	742	17%	0.02	1180	.	.	.	.	.	i	.	.	4.4	1243

Limited to Dynein transport cell count, Dynein transport and WT yeast gro inh (5 entries from above):
nr | SMILES | Dynein transport cell count | Dynein transport | WT yeast gro inh
19 | COCCNC(=O)CSc1ncnc2sccc12 | -0.51 | 0.84 | -6
20 | COc1cccc(CN(CC2CCCO2)S(=O)(=O)c2ccc(-n3cnnn3)c(OC)c2)c1 (stereo not drawn) | 0.48 | -0.78 | -1
21 | CCOc1ccc(C(CCc2ccccc2)NC(=O)c2ccccc2)cc1OCC (stereo not drawn) | 1.5 | -0.51 | 3
22 | CSc1nsc(SCC(=O)Nc2nc3ccccc3s2)n1 | -1.8 | 1.1 | 12
23 | CC(C)(C)OC(=O)NCCc1nnc(SCc2cccc(Cl)c2)o1 | 0.95 | -1.5 | .

Screens deposited in PubChem BioAssay by several laboratories.
